tim23-1 inh = growth inhibitors of tim23-1 mutant yeast, primary screen, luminescence, uHTS. hit rate 1.3% among 330,000. S. cerevisiae tim23-1 growth, BacTiter-Glo luminescence, 24 h. inhibition, % at 20 µM. AID 463212, 2010;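 active = growth inhibition of the mutant yeast at or above 50%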;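 note: temperature-sensitive mutant grown at 25 °C; plate controls were DMSO-treated mutant yeast for no effect and medium wells lacking yeast for full effect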
tim10-1 inh = growth inhibitors of tim10-1 mutant yeast, primary screen, luminescence, uHTS | S. cerevisiae tim10-1 ts strain growth, BacTiter-Glo, 24 h | inhibition, % at 20 µM | hit rate 2.2% among 330,000 | AID 463190, 2010;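 active = inhibition of at least 40%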;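 note: mutant grown at 25 °C; 0% = DMSO wells with yeast and 100% = wells holding no yeast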
697 NFkB inh = inhibitors of PMA/ionomycin-induced NF-kB reporter, 697 cells, primary screen, B-cell NF-kB inhibitor project, cell-based, luminescence, uHTS; 697 B-cell NF-kB luciferase reporter, 16 h; hit rate 0.33% among 330,000; inhibition, % at 4 µM; in the data active = inhibition above about 35%
Mdm2-MdmX inh = inhibitors of human Mdm2-MdmX association, primary screen, cell-based, luminescence, split luciferase, SaOS-2, uHTS | hit rate 3% among 330,000 | AID 485346, 2010 | inhibition, % at 8 µM | SaOS-2 split-luciferase Mdm2/MdmX complementation | Protein Mdm4 (Homo sapiens) + E3 ubiquitin-protein ligase Mdm2 (Homo sapiens), …;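 active = inhibition of at least 50% at 8 µM in the primary screen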
Target sequence (O15151 whole entry, looked up): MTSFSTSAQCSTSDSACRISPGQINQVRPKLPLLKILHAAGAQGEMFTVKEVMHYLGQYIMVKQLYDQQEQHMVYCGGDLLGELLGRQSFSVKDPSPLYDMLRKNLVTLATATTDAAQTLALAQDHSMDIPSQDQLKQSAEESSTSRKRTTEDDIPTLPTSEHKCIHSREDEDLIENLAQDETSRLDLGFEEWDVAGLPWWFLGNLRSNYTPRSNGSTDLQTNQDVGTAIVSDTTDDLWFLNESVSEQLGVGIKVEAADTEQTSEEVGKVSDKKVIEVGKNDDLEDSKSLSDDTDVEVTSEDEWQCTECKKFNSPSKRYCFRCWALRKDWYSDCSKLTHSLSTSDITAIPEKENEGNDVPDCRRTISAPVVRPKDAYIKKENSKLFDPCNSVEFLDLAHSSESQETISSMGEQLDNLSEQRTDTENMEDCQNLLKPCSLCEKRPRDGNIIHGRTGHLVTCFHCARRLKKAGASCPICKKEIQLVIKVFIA
Target sequence (Q00987 whole entry, looked up): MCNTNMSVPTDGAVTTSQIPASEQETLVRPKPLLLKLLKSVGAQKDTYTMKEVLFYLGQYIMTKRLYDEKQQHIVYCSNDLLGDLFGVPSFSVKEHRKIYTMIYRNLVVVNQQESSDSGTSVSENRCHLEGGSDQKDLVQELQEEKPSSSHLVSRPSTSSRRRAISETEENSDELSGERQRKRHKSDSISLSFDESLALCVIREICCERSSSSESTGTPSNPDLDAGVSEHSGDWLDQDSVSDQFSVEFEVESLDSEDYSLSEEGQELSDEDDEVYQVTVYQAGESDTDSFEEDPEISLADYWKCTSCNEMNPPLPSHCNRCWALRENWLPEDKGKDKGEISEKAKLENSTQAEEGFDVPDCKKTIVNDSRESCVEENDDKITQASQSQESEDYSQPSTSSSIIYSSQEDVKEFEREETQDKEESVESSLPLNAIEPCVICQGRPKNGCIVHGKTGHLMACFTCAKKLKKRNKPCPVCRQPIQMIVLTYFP
TIM10 inh = growth inhibitors of isogenic TIM10 control yeast, primary screen, counter-screen for tim10-1 yeast inhibitor project, luminescence, uHTS; hit rate 1.4% among 330,000; S. cerevisiae TIM10 strain growth, BacTiter-Glo luminescence, 24 h; inhibition, % at 10 µM; AID 463195, 2010;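 active = inhibition of 40% or more at the single tested concentration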;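 note: wild-type TIM10 isogenic control strain grown at permissive 25 °C; 0% = DMSO yeast wells and 100% = minimal medium wells without yeast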
Jurkat NFkB inh = inhibitors of induced NF-kB luciferase reporter, primary screen, TCR NF-kB activation inhibitor project, cell-based, luminescence, uHTS. Jurkat, PMA/ionomycin-induced NF-kB luciferase reporter. AID 435003, 2010. inhibition, % at 4 µM. hit rate 0.53% among 330,000; in the data active = inhibition above about 50%
UPR CHOP act = activators of apoptotic CHOP UPR arm, primary screen, cell-based, CHO-CHOP luciferase reporter, luminescence, uHTS | UPR activation; percent of tunicamycin response over DMSO baseline | activation, % at 10 µM | hit rate 0.34% among 330,000 | AID 449763, 2010;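 active = at 10 µM dose, activation of 40% or more, normalized to positive control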;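 note: 100% = tunicamycin at 10 µg/mL and 0% = DMSO alone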
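Assay system: CHO cells with stable CHOP pathway luciferase reporter; Buffer or medium: F12 plus 10% serum; Times: 16-18 h cell attachment, then 6 h compound exposure, 37 °C; Signal: luciferase luminescence; Read-out basis: percent activation relative to tunicamycin control; Control set: tunicamycin high control, DMSO low control.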
UPR XBP1 act = activators of adaptive XBP1 UPR arm, primary screen, cell-based, CHO-XBP1 luciferase reporter, luminescence, uHTS; IRE1-XBP1 UPR activation; percent of tunicamycin response, DMSO as zero; activation, % at 20 µM; hit rate 0.33% among 330,000;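 active = versus positive control, 20 µM dose yields 30% or more activation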;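 note: 100% = tunicamycin at 10 µg/mL and 0% = DMSO only wells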
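Material: IRE1-XBP1 luciferase reporter CHO line / Quantity: one thousand reporter cells per well / Buffer or medium: F12 with 10% serum / Compound: 20 µM single concentration, DMSO 1% / Times: 6 h treatment, 37 °C / Detection: Steady-Glo luciferase glow luminescence, 10 min after reagent addition / Benchmarks: tunicamycin high, DMSO low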
Starred values were filed as active, the others as inactive.

SMILES	tim23-1 inh	tim10-1 inh	697 NFkB inh	Mdm2-MdmX inh	TIM10 inh	Jurkat NFkB inh	UPR CHOP act	UPR XBP1 act
Cc1ccc(N(Cc2ccc(C(=O)Nc3ccccc3C(=O)NCc3ccco3)cc2)S(C)(=O)=O)cc1C	17	16	28	39	6	25	3.7	-1
CCCCc1cc(=O)oc2c(CN3CCN(C)CC3)c(O)ccc12	-15	-11	16	5	-2	-7	2.6	6
COC(=O)c1ccc2c(c1)N(Cc1ccccc1F)C(=O)c1ccccc1S2=O (stereo not drawn)	13	16	-20	21	-6	-6	0.6	0
CC(NC(=O)Cc1ccc(F)cc1)c1ccccc1 (stereo not drawn)	-24	0	25	2	-1	5	0.4	-2
O=C(COC(=O)/C=C/c1ccccc1)NCCNC(=O)COC(=O)/C=C/c1ccccc1	16	12	13	-5	8	1	-2.2	-1
Nc1nc(SCC(=O)NN(c2ccccc2)c2ccccc2)n[nH]1	5	11	17	1	5	-4	-0.7	-2
CC(OC(=O)c1cc2sccc2n1C)C(=O)NCC1CCCO1 (stereo not drawn)	6	-3	5	7	-1	-4	-1.8	-4
CC(C)Nc1nc2c(c(=O)n(C)c(=O)n2C)n1C	8	3	6	5	-14	6	-1.4	-4
O=C(CSc1nc2nc[nH]c2c(=O)[nH]1)NC1CCCCC1	-3	10	-6	-8	0	7	-2.5	-2
CN(CC(=O)Nc1ccc(F)cc1)C(=O)C1CCN(S(=O)(=O)c2ccc3c(c2)OCCO3)CC1	-1	-7	4	27	-8	3	1.1	0
O=C(Nn1cnnc1)c1ccc(F)cc1	16	25	13	6	8	-10	-2.3	-4
COc1cc2c(C(F)(F)F)c(-c3ccsc3)oc(=O)c2cc1OC	40	3	-8	-8	7	2	1.7	2
Cc1nc(NC(=O)c2ccc(F)cc2)nc2cc3c(cc12)OCO3	6	17	12	6	5	-19	0.9	-4
COCc1c(C)cc(C)c(/C=N/O)c1C	5	-5	-16	-30	4	7	0.5	-1
O=C(Nc1ccc([N+](=O)[O-])cc1)C1CC12CCC2 (stereo not drawn)	25	26	-12	-8	14	-13	3.5	2

Fetched one by one from the list above (two):
SMILES	tim23-1 inh	tim10-1 inh	697 NFkB inh	Mdm2-MdmX inh	TIM10 inh	Jurkat NFkB inh	UPR CHOP act	UPR XBP1 act
Cc1ccc(N(Cc2ccc(C(=O)Nc3ccccc3C(=O)NCc3ccco3)cc2)S(C)(=O)=O)cc1C	17	16	28	39	6	25	3.7	-1
COC(=O)c1ccc2c(c1)N(Cc1ccccc1F)C(=O)c1ccccc1S2=O (stereo not drawn)	13	16	-20	21	-6	-6	0.6	0

Going on with the list:
SMILES	tim23-1 inh	tim10-1 inh	697 NFkB inh	Mdm2-MdmX inh	TIM10 inh	Jurkat NFkB inh	UPR CHOP act	UPR XBP1 act
COC(=O)c1cc(C(=O)OCC(=O)NC(=O)NCc2ccccc2)cc([N+](=O)[O-])c1	-3	3	21	-28	-10	-1	-0.3	-3
Cc1ccc(N2CCN(S(=O)(=O)N3CCCCC3)CC2)cc1Cl	12	9	-9	-25	13	-12	1.1	-1
CCc1nnc(NC(=O)CCN2C(=O)CCC2=O)s1	-4	1	18	-17	-1	-3	-2.3	-4
Cc1[nH]c2ccc(C(=O)OCC(=O)NC3(C#N)CCCCC3)cc2c1C	7	-9	-29	-10	12	-2	1.1	-3
O=C(NCc1cc2ccccc2[nH]1)c1ccccc1F	6	10	-19	7	14	-29	3.0	-2
COc1ccccc1N1CCSC1C(N)=O (stereo not drawn)	11	-2	1	16	3	4	1.6	-2
COc1cc(/C=N/NC(=O)c2cccc([N+](=O)[O-])c2)ccc1O	5	13	15	14	6	-10	0.3	2
Cc1ccc(S(=O)(=O)NC(=O)N2CCN(Cc3c(F)cccc3Cl)CC2)cc1	-13	-13	15	4	-17	-11	-1.5	-2
COc1ccc2[nH]c(=O)c(CN(CCO)C(=O)c3cccs3)cc2c1	12	-3	6	9	0	-6	-1.4	-3
CCOc1ccc(-c2nc(CSCC(=O)N3CCN(c4cccc(OC)c4)CC3)c(C)o2)cc1	23	20	12	25	14	21	4.0	1
Cc1csc(CNc2ncnc3ccc(-c4ccccc4Cl)cc23)c1	35	10	-5	9	12	8	-0.1	-1
Cc1ccc(N(C)C(=O)CCS(=O)(=O)c2cc3c(cc2Cl)NC(=O)CO3)cc1	13	8	-8	13	4	17	-2.1	-1
O=C1[C@@H]2Cc3ccccc3CN2C(=O)N1c1cccc(F)c1	22	-39	-28	-19	-24	-22	-0.6	2
CCN(CC)S(=O)(=O)c1ccc(NC(=O)c2cccc3c2C(=O)N(CCOC)C3)cc1	1	2	-12	12	-11	5	0.7	2
CCOCCCNCC(=O)NC1(C)C2CCC(C2)C1(C)C (stereo not drawn)	17	12	10	-5	0	10	-1.2	-3

Part of the list above in a different format.
Molecule | tim23-1 inh | tim10-1 inh | 697 NFkB inh | Mdm2-MdmX inh | TIM10 inh | Jurkat NFkB inh | UPR CHOP act | UPR XBP1 act
CN(CC(=O)Nc1ccc(F)cc1)C(=O)C1CCN(S(=O)(=O)c2ccc3c(c2)OCCO3)CC1 | -1 | -7 | 4 | 27 | -8 | 3 | 1.1 | 0
O=C(Nn1cnnc1)c1ccc(F)cc1 | 16 | 25 | 13 | 6 | 8 | -10 | -2.3 | -4
COc1cc2c(C(F)(F)F)c(-c3ccsc3)oc(=O)c2cc1OC | 40 | 3 | -8 | -8 | 7 | 2 | 1.7 | 2

More results follow:
SMILES	tim23-1 inh	tim10-1 inh	697 NFkB inh	Mdm2-MdmX inh	TIM10 inh	Jurkat NFkB inh	UPR CHOP act	UPR XBP1 act
CCCCCC(=O)Nc1ccc2oc(-c3cccnc3)nc2c1	-2	-8	12	2	1	-13	3.0	2
CCOc1ccccc1NC(=O)C1CCN(S(=O)(=O)c2c(C)nn(C)c2C)CC1	-9	-1	13	24	8	5	0.9	1
COc1cccc(NC(=O)c2nn(C)c(C(=O)Nc3cccc(OC)c3)c2[N+](=O)[O-])c1	17	-6	-4	-12	-1	8	0.1	-6
O=C(Oc1ccc2ccc(=O)oc2c1)c1ccccc1	4	2	7	2	2	1	1.7	12
CNS(=O)(=O)c1ccc(NC(=O)c2cc(-c3ccncc3)nc3ccc(Cl)cc23)cc1	-29	4	-42	13	4	9	1.0	-6
O=C(Cc1ccc(S(=O)(=O)N2CCOCC2)s1)NCCOc1ccccc1	8	5	5	-7	1	5	2.3	-1
CNc1ccc2c3c(cccc13)C(=O)N(C)C2=O	16	-8	11	45	11	-2	1.1	1
CCOc1cc(CN2CCCCCC2)ccc1OC	-18	8	3	-1	-6	0	1.2	-2
Cc1cccc(NC(=O)Nc2ccc(C)c(C)c2)n1	5	11	-111	-109	5	-102	6.6	3
Cc1ccc(NC(=O)CN(C)C(=O)CNC(=O)c2cccs2)cc1	3	-9	11	-1	10	0	1.1	0
O=C(Nc1ccccc1C(=O)NC(Cc1ccccc1)C(=O)O)c1ccco1 (stereo not drawn)	5	8	9	-4	3	-2	1.1	-4
COc1ccc2c(Cl)c(C(=O)N/N=C/c3c(C)[nH]c4ccccc34)sc2c1	43	33	6	-17	29	17	3.4	-1
Cc1ccn2c(-c3csc(NCc4ccco4)n3)c(C)nc2c1	6	32	-3	9	19	13	-0.6	0
CC(C)Cn1c(CN2CCN(c3ccccc3F)CC2)nc2c1c(=O)[nH]c(=O)n2C	-2	0	-1	12	-1	-4	-2.1	-1
Cc1ccc(-n2cccc2/C=C2\C(=N)N3N=C(C(C)C)SC3=NC2=O)cc1	46	42*	13	0	20	4	-1.6	1
CN(C)CCNC(=S)Nc1ccc(Cl)cc1	-1	1	15	-17	10	9	1.2	-1
C[C@]12c3[nH]c4ccccc4c3CCN1C(=O)C(CC(=O)NCCC1=CCCCC1)C[C@@H]2C(=O)N1CCCCC1 (stereo partly drawn)	13	12	7	39	12	19	9.4	3
CC(=O)c1cccc(NCC(=O)Nc2cccc(S(=O)(=O)N3CCCCC3)c2)c1	17	12	-9	16	15	19	1.1	-3
CCOc1ccc2c(C)nc(NC3=NC(C)(C)C=C(C)N3)nc2c1	10	16	8	50*	17	-4	2.1	-2
O=C(NC(=S)Nc1cccnc1)c1ccccc1	0	8	-17	-5	-15	-10	9.1	2
Cc1cccc(OCC(=O)NCC(=O)N/N=C/c2cccnc2)c1	6	21	4	13	13	4	-0.7	0
O=C(Nc1ccccc1)c1csc(-c2ccccc2)n1	32	27	14	-24	22	6	1.9	-2
O=C(Nc1nnc(S(=O)(=O)N2CCCC2)s1)c1cccc([N+](=O)[O-])c1	16	26	-8	-5	6	1	29	1
COc1ccc(-n2c(COc3cccc(C)c3)nnc2SCC(=O)O)cc1	-6	-5	5	15	-1	8	1.3	-6
Cc1ccccc1/C=C/c1nc2ccccc2c(=O)[nH]1	20	19	-115	11	26	-52	3.5	-3
CN(C(=O)COC(=O)c1ccccc1Cc1ccccc1)C1CCS(=O)(=O)C1 (stereo not drawn)	17	12	-3	17	14	13	1.3	-2
Cc1ccc(-c2nnc(NC3CCCC3)s2)cc1	53*	17	-219	-147	15	-147	2.7	-3
CC1(C)CC(CCNC(=O)CCl)(c2ccccc2)CCO1 (stereo not drawn)	11	25	7	8	-13	5	-2.3	-1
COc1ccccc1CNC(=O)COC(=O)c1ccc(S(=O)(=O)N2CCCC2)cc1	-9	9	5	-1	-27	-9	-2.3	-1
CC1CN(S(=O)(=O)N(C)C)CCN1S(=O)(=O)N(C)C (stereo not drawn)	-3	6	22	10	-2	-2	1.3	1
c1ccc(SCCCCNC2CCCC2)cc1	-194	-29	5	9	-152	0	0.4	-2
CC1CCCN(C(=O)c2ccc(NC(=O)CC3SC(N4CCCC4)=NC3=O)cc2)C1 (stereo not drawn)	-11	13	6	-13	-1	12	-0.6	-3
CC(=O)Nc1cccc(NC(=O)c2cc(C)on2)c1	2	-4	18	13	-1	-7	0.4	1
CC1c2[nH]c3ccccc3c2CCN1S(C)(=O)=O (stereo not drawn)	5	6	2	35	-12	-9	-0.2	-2
Cn1nc(C(=O)NNc2c(F)c(F)cc(F)c2F)c2ccccc2c1=O	16	21	19	26	8	8	-2.2	-2
COc1ccc(N(CC(=O)Nc2ccc(C(C)C)cc2)S(=O)(=O)c2c(C)noc2C)cc1	17	19	-4	32	15	5	0.8	-1
CCOc1ccc(C(=O)/C=C/c2ccc(OC)c(OC)c2)cc1	27	37	14	22	16	12	1.6	0
CCN(C(=O)CN1C(=O)NC2(CCCc3ccccc32)C1=O)c1ccc(F)cc1 (stereo not drawn)	0	4	20	-20	-1	-16	-0.5	-2
Cc1ccc(S(=O)(=O)NC2c3cccc4cccc(c34)C2Sc2ncccn2)cc1 (stereo not drawn)	35	38	-8	-11	6	-3	0.3	0
COc1cc(CNC2CCCC2)cc(Br)c1OCC(=O)Nc1ccccc1C	24	6	-22	-26	11	-11	-2.3	-1
CCN(CC)S(=O)(=O)c1ccc(N/N=C/c2cc(OC)ccc2O)nc1	28	29	-57	80*	33	52*	-1.4	-1
CC1(C)Cc2c(cnn2-c2ccccc2)C(NC(=O)CCN2CCCCO2)C1 (stereo not drawn)	19	14	-40	-26	8	14	1.1	-3

Source: PubChem (Sanford-Burnham Center for Chemical Genomics)

Hits appear at their usual frequency; overall some 6.6% were active at least once.
